Compound activity (PubChem BioAssay)
HIV peptide binding: inhibitors of HIV fusion peptide binding, primary screen, biochemical, uHTS, fluorescence dequenching (AID 1986). cell-free peptide binding, fluorescence dequenching, 30 min; higher % means a stronger effect. inhibition, % at 20 µM; hits with a dose series show IC50 in µM. hit rate 0.3% among 290,000; in the data active = inhibition mostly above about 52%, no sharp cut-off; inactive = mostly below about 76%; note: some results filed as inactive read as strong as hits
GPR35 arrestin U2OS: GPR35 antagonists blocking zaprinast-driven arrestin recruitment, primary screen, imaging, U2OS, beta-arrestin-GFP, zaprinast agonist (AID 2058). hit rate 0.052% among 290,000. U2OS GPR35 beta-arrestin-GFP translocation imaging, zaprinast antagonism; higher % means a stronger effect. inhibition, % at 10 µM, or IC50 in µM where a hit was titrated;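 active = inhibition of at least 50% with at least 30 cells and total cytoplasm GFP at most 10,000,000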
GPR55 antagonists: inhibition of LPI-stimulated GPR55 beta-arrestin translocation – imaging, U2OS, beta-arrestin-GFP, LPI agonist, primary screen (AID 2013). U2OS GPR55 beta-arrestin-GFP translocation imaging, LPI antagonism; higher % means a stronger effect. one-dose inhibition, % at 10 µM; IC50 in µM for titrated hits. hit rate 0.13% among 290,000;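 active = spots per cell inhibited over 60%, with over 100 cells counted and total cytoplasm intensity under 500,000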;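 note: U2OS cells stably carrying GPR55 and arrestin-GFP stimulated by 5 µM LPI near EC80; imaged beta-arrestin-GFP aggregate spots per cell after agonist stimulation; plate controls were LPI-stimulated DMSO wells for no effect and DMSO wells without LPI for full effect; some results filed as inactive read as strong as hits; confirmed hits need IC50 under 10 µM and bright autofluorescent wells are also inconclusive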
MgcRacGAP inhibition: MgcRacGAP GTPase-activating activity inhibitors, confirmation, biochemical, ADP Hunter fluorescence. MgcRacGAP-stimulated Rac1 GTP hydrolysis, ADP Hunter fluorescence; higher % means a stronger effect; GST-tagged Rac1 F28L mutant substrate. inhibition, % at 30 µM; hits with a dose series show IC50 in µM. hit rate 0.6% among 340,000;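 active = first-screen hits whose inhibition reached a set limit at any dose in the follow-up dose series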;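 note: fluorescence reports GDP produced by GAP-driven GTP hydrolysis; strong numbers were not always called active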
SIAH1 antagonists: Siah-1 peptide-binding antagonists, primary screen, biochemical, fluorescence polarization, rhodamine-plectin, uHTS (AID 1817); Siah-1 / rhodamine-plectin peptide fluorescence polarization; higher % means a stronger effect; displacement, % at 20 µM; hits with a dose series show IC50 in µM; hit rate 0.02% among 290,000;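 active = displacement of at least 50% at 20 µM, with a fluorescence ratio check between 0.3 and a set limit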;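 note: plate controls were Siah plus tracer with DMSO for no effect and tracer alone without Siah for full effect; strong numbers were not always called active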
LYP inhibition: PTPN22 lymphoid phosphatase activity blockers – biochemical, fluorescence intensity, uHTS (AID 1779) | recombinant LYP phosphatase, fluorescence intensity; higher % means a stronger effect | one-dose inhibition, % at 11.5 µM; IC50 in µM for titrated hits | hit rate 0.054% among 290,000; in the data active = inhibition above about 50%;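 note: plate controls were vehicle with enzyme for no effect and no enzyme for full effect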
Myeloid diff MLP: myeloid differentiation induction. ER-HoxA9 myeloid progenitors, lysozyme-GFP differentiation, flow cytometry. calls only at 10 µM. hit rate 1% among 360,000. AID 624256;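 active = normalized GFP-positive differentiation at or above the plate's own cutoff, the solvent-only control mean plus 3 SD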;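 note: cells exposed to compound for four days before flow analysis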
Salmonella PhoP GFP: inhibitors of PhoP regulon expression, primary screen, Salmonella Typhimurium, GFP reporter (AID 1863). S. Typhimurium PhoP-regulated promoter GFP reporter, 4 h; higher % means a stronger effect. one-dose inhibition, % at 50 µM; IC50 in µM for titrated hits. hit rate 0.16% among 300,000;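 active = inhibition over 29.93%, a cutoff 3 SD above the screen mean, later confirmed by dose response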;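 note: 0% = low Mg2+ inducing control and 100% = high Mg2+ repressing control; strong numbers were not always called active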
NTR1 ag: agonists of NTR1, primary screen, imaging, U2OS cells, beta-arrestin-GFP, high content (AID 493036). P30989. NTR1-U2OS beta-arrestin-GFP spot imaging, agonist mode. activation, % at 20 µM. hit rate 0.17% among 330,000;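 active = activation at or above 40% of the spot to cytoplasm intensity ratio, with at least 20 cells analyzed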;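 note: 0% = DMSO without peptide and 100% = 100 nM NTR1 peptide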
Target sequence (P30989 whole entry, looked up): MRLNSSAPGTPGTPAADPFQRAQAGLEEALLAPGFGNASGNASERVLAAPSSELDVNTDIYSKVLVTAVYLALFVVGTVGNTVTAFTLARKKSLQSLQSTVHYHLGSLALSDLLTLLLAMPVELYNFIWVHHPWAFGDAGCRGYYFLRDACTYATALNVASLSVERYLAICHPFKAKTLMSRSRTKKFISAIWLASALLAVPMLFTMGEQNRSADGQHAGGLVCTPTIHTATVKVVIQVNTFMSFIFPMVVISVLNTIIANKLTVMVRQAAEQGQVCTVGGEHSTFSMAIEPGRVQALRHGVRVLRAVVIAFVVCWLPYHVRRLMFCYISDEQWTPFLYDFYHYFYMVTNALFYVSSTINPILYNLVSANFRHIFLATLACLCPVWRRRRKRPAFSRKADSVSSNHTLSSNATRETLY
NTR1 ag cell count 20 µM: second read-out of NTR1 ag, no call of its own (marks repeat the call); cell count; measured here: cell count, cytotoxicity flag
Myeloid diff MLP GFP+ MAC1+ %: second read-out of Myeloid diff MLP, no call of its own (marks repeat the call); GFP+ MAC1+ double positive, %; measured here: differentiation confirmed by MAC1 staining
* = called active by the depositor; i = inactive; nt = no result given; + = active, no number.

SMILES	HIV peptide binding	GPR35 arrestin U2OS	GPR55 antagonists	MgcRacGAP inhibition	SIAH1 antagonists	LYP inhibition	Myeloid diff MLP	Myeloid diff MLP GFP+ MAC1+ %	Salmonella PhoP GFP	NTR1 ag	NTR1 ag cell count 20 µM
c1ccc(-c2nc(-c3ccc(-c4ccon4)s3)no2)cc1	5.9%	11.4%	9.7%	9.6%	2.8%	-2.3%	i	0.5	-9.2%	0.2	57
O=C(CCN1C(=O)C2C3C=CC(C4CC34)C2C1=O)Nc1ccc(Cl)cc1O (centres undefined)	-0.8%	3.9%	-1.1%	8.8%	-0.4%	-3.8%	+	3.5*	1.7%	1.1	70
CCn1c(NCCO)nc2c(c1=O)C(C)(CC)Cc1ccccc1-2 (centres undefined)	-1.0%	-4.9%	3.7%	9.2%	17.8%	-15.9%	i	0.5	-0.6%	0.0	42
CCC(C)c1ccccc1N1CC(C(=O)N2CCN(S(=O)(=O)c3ccc(F)cc3)CC2)CC1=O (centres undefined)	nt	nt	nt	11.5%	nt	nt	i	1.3	-9.3%	-1.3	58
O=C(N/N=C/C(Br)=C/c1ccccc1)c1cccnc1	0.1%	-0.4%	2.4%	0.2%	0.0%	-7.4%	i	0.5	4.3%	0.2	52
COc1ccc(N(C(=O)c2cccnc2)S(=O)(=O)c2ccc3c(c2)n(C)c(=O)n3C)cc1	0.9%	2.7%	-9.1%	12.5%	-1.1%	-8.1%	i	1.0	-1.9%	-1.4	48
CCOC(=O)Nc1ccc2c(COC(=O)CNS(=O)(=O)c3cccc(Br)c3)cc(=O)oc2c1	-0.5%	-10.4%	10.4%	14.2%	3.6%	-6.1%	i	0.7	1.2%	1.8	52
O=C1c2cccc(OCC(=O)N3N=C(c4cccs4)CC3c3ccc(F)cc3)c2CCN1Cc1ccccc1 (centres undefined)	28.4%	4.1%	2.3%	6.2%	-1.1%	-7.3%	i	0.8	-4.2%	5.2	24
Cc1ccc2c(c1)c1c(n2CC(O)CN2CCOCC2)CCCC1 (centres undefined)	1.0%	8.9%	-12.5%	nt	-1.8%	-7.3%	nt	nt	6.5%	0.2	66
COc1ccc(NC(=O)C2CSC3c4ccccc4C(=O)N23)cc1 (centres undefined)	-1.4%	9.4%	3.1%	9.3%	8.0%	-7.4%	i	0.5	3.3%	0.5	84
CCN1CCN(CCNC(=O)c2ccc(CS(=O)c3ccc(Cl)cc3)o2)CC1 (centres undefined)	0.0%	-10.9%	9.7%	11.5%	3.4%	-8.7%	i	2.2	-8.7%	-0.2	57
Cc1c(C(=O)N(C)C2CCCCC2)sc2ncnc(N3CCN(c4ccccc4)CC3)c12	0.2%	2.0%	1.0%	9.1%	7.3%	-2.9%	i	1.7	-0.5%	9.4	48
O=C(Nc1cc(Cl)cc(Cl)c1)c1cccc(OC(F)F)c1	0.3%	1.1%	9.5%	8.1%	-1.5%	-1.1%	i	6.2	5.2%	29.1	48
Cc1ccc(Cc2cnc(NC(=O)/C(C#N)=C/c3ccc(-c4ccccc4[N+](=O)[O-])o3)s2)cc1	1.2%	10.0%	22.0%	13.9%	2.9%	-3.1%	i	0.4	5.5%	5.6	61
O/N=C/c1ccc2cccc(O)c2n1	-0.1%	-9.6%	9.1%	11.4%	6.8%	-3.4%	i	1.0	-13.2%	2.0	65

Overlap with the part before: 3 entries; new compounds follow.
SMILES	HIV peptide binding	GPR35 arrestin U2OS	GPR55 antagonists	MgcRacGAP inhibition	SIAH1 antagonists	LYP inhibition	Myeloid diff MLP	Myeloid diff MLP GFP+ MAC1+ %	Salmonella PhoP GFP	NTR1 ag	NTR1 ag cell count 20 µM
O=C(Nc1cc(Cl)cc(Cl)c1)c1cccc(OC(F)F)c1	0.3%	1.1%	9.5%	8.1%	-1.5%	-1.1%	i	6.2	5.2%	29.1	48
Cc1ccc(Cc2cnc(NC(=O)/C(C#N)=C/c3ccc(-c4ccccc4[N+](=O)[O-])o3)s2)cc1	1.2%	10.0%	22.0%	13.9%	2.9%	-3.1%	i	0.4	5.5%	5.6	61
O/N=C/c1ccc2cccc(O)c2n1	-0.1%	-9.6%	9.1%	11.4%	6.8%	-3.4%	i	1.0	-13.2%	2.0	65
COc1cc(-c2cc3nc(C)c(C)c(=O)n3[nH]2)cc(OC)c1OC	-1.3%	3.0%	-5.1%	6.8%	-2.4%	-5.1%	i	8.4	-5.0%	-0.7	55
Cc1cc(C)c(NC(=O)Cc2ccc(-n3cccc3)cc2)c(C)c1	3.2%	4.7%	13.9%	6.1%	2.2%	-3.3%	i	0.6	-7.0%	-1.0	42
Cc1cccc(N2CCN(S(=O)(=O)c3ccc(-c4cc(C)no4)s3)CC2C)c1 (centres undefined)	1.2%	-1.8%	6.1%	7.6%	0.8%	7.2%	i	1.4	-8.8%	4.7	67
COc1ccc(CCC(C)NCc2ccc(C(F)(F)F)cc2)cc1 (centres undefined)	-2.3%	0.2%	4.3%	17.6%	-2.4%	-5.7%	i	0.4	5.1%	-0.4	68
Cc1ccc(N/N=C(\Cc2nc3ccccc3[nH]2)c2ccccc2)cc1	2.2%	3.2%	-5.9%	11.2%	-9.0%	-4.5%	nt	nt	0.6%	nt	nt
NC(=O)CCN(Cc1ccccc1)S(=O)(=O)c1ccccc1	4.1%	-3.0%	7.7%	12.8%	-0.4%	-2.6%	i	0.5	-6.4%	-0.1	74
CCn1c(=O)c2ccccc2n(CC(=O)NC2CCCCC2)c1=O	-0.4%	4.3%	-6.0%	1.1%	1.5%	-1.7%	nt	nt	-3.2%	-0.3	50
CC(C)CNc1ncnc2c1sc1nc(N3CCOCC3)c3c(c12)CC(C)(C)OC3	1.3%	18.7%	7.8%	8.6%	4.0%	-4.3%	i	0.5	11.8%	7.2	51
CCN(C(=O)/C=C/c1ccc(OC)cc1)C1CCS(=O)(=O)C1 (centres undefined)	nt	nt	nt	10.3%	nt	nt	i	0.9	-1.3%	-0.2	76
COc1ccc(-c2nc(CS(=O)CC(=O)NCC3CCCO3)c(C)o2)cc1 (centres undefined)	1.7%	8.5%	-1.1%	-2.0%	5.4%	-0.3%	i	1.5	-3.4%	-0.2	64
CCC(C)c1ccccc1NS(=O)(=O)c1cnn(CC)c1 (centres undefined)	1.1%	7.7%	4.3%	5.5%	35.4%	-11.5%	i	0.9	5.3%	0.1	57
CC(Sc1nncs1)C(=O)Nc1ccc(Cl)cn1 (centres undefined)	-0.3%	6.5%	2.6%	16.0%	-0.9%	-12.3%	i	0.7	-11.4%	0.0	65
Cc1ccc(NC(=O)CN(C)Cc2nc3ccccc3c(=O)[nH]2)c(Br)c1	-0.4%	-8.3%	-4.6%	4.7%	3.8%	1.7%	i	1.1	1.8%	-0.3	53
Cn1c(NCCCO)nc2c1c(=O)n(Cc1ccccc1F)c(=O)n2C	0.7%	-13.7%	12.6%	6.9%	18.1%	1.9%	i	0.5	-9.4%	1.3	77
Nn1c(SCc2cn3ccsc3n2)nnc1-c1ccncc1	1.4%	14.4%	5.7%	3.2%	-1.2%	2.4%	i	0.4	-4.3%	-0.5	56
Cc1ccc(/C=N/n2c(C3CCCCC3)n[nH]c2=S)o1	2.6%	5.0%	19.0%	5.6%	18.4%	11.0%	i	0.2	13.1%	5.2	60
C=C1CC(C(=O)N/N=C/c2ccc(O)cc2)C1	2.3%	-11.4%	15.3%	42.6µM*	3.1%	2.0%	i	0.7	7.9%	2.2	50
COc1cccc(C(=O)NNC(=O)c2ccccc2)c1	-1.7%	1.8%	-9.4%	5.7%	-5.0%	-2.3%	i	0.3	15.5%	-0.1	64
CC1(C)CC(CC(=O)Nc2ccc([N+](=O)[O-])cc2)C(=O)O1 (centres undefined)	-0.3%	7.3%	-4.8%	13.0%	0.2%	-5.6%	i	1.0	14.4%	-0.5	58
O=C(Nc1cc2c3c(c1)CC(=O)N3CCC2)c1ccc(Br)o1	nt	nt	nt	1.2%	nt	nt	i	0.3	14.4%	0.4	47
CCSc1nnc(NC(=O)c2ccc3ccccc3n2)s1	0.7%	-9.1%	5.7%	9.7%	0.7%	3.4%	i	1.8	9.9%	3.7	31
CN(C)c1ncc(S(=O)(=O)c2ccccc2)c(-c2ccccc2Cl)n1	2.8%	5.4%	26.5%	0.0%	5.7%	-5.0%	i	0.7	-0.9%	9.5	61
O=C(C1CCN(c2nnc(N3CCCC3=O)s2)CC1)N1CCN(Cc2ccc3c(c2)OCO3)CC1	-0.2%	-6.2%	10.9%	9.3%	21.7%	-0.8%	i	0.9	-6.6%	nt	nt
CCOC(=O)c1c(NC(=O)C[n+]2ccc(N(C)C)cc2)sc(C)c1C	-1.5%	-11.1%	16.7%	3.4%	6.5%	-1.2%	i	0.6	9.5%	0.4	58
Cc1csc(CNC(=O)c2ccc(OC3CCN(CCc4ccccc4)CC3)cc2)n1	-1.1%	-6.8%	9.7%	13.5%	-0.3%	-9.0%	i	0.0	12.7%	0.4	48
Cn1nnnc1SCC(=O)N1CCN(c2cccc(Cl)c2)CC1	-2.8%	-1.2%	-2.0%	9.8%	4.4%	-3.8%	i	1.2	-5.7%	1.8	44
COc1ccc(S(=O)(=O)Nc2c(NC3CCCCC3)c3ccccc3oc2=O)cc1Cl	1.7%	6.8%	11.5%	11.0%	5.4%	6.6%	i	2.1	-1.4%	3.8	64
O=[N+]([O-])c1ccc2oc(C(O)c3cccc(Cl)c3)cc2c1 (centres undefined)	-0.5%	-12.2%	8.3%	nt	2.5%	-5.4%	i	0.3	-6.0%	2.9	95
Cc1nc2cc(-c3ccc(Cl)cc3)nn2c(C)c1CCC(=O)NC(C)c1ccc2c(c1)OCCO2 (centres undefined)	1.8%	-15.0%	20.9%	0.8%	9.2%	-2.0%	i	5.7	4.2%	11.3	90
Cc1ccc(C)c(NC(=O)CN(C)C(=O)[C@@H](NC(=O)c2ccc(C(C)(C)C)cc2)C(C)C)c1	1.4%	7.4%	-2.9%	8.3%	-1.0%	-1.2%	i	1.5	2.1%	0.6	68
COc1ccc(C(C)C)cc1S(=O)(=O)NCC1CCCO1 (centres undefined)	-0.6%	4.3%	7.4%	5.6%	-5.2%	-2.8%	i	0.6	-5.7%	0.7	56
CC[C@@H](C)C(NC(=O)OC(C)(C)C)c1cn([C@@H](CCCCNC(=O)OC(C)(C)C)C(=O)N2CCN(C(=O)OC(C)(C)C)CC2)nn1 (some centres undefined)	-0.6%	-2.1%	1.0%	1.2%	12.8%	0.2%	i	0.5	-3.4%	-0.9	83
